Assay outcomes from PubChem.
SKN-1 inh – blocks SKN-1 activity in C. elegans | AID 624304 | inhibition, % at 21.8 µM | C. elegans VP596 Pgst-4::GFP/RFP ratio, acrylamide-induced, 24 h | 360,000 compounds, 0.49% hits;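 active = interference check ratio from 0.5 to 1.5 plus GFP to RFP signal ratio inhibition reaching or exceeding a fixed threshold, cut at about 30% in these data, passing the limit was not always enough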; note: some compounds called inactive have numbers as strong as hits
NRP1-CendR mod – NRP-1/CendR interaction modulation | inhibition, % at 25 µM | 360,000 compounds, 0.85% hits | O14786 | FAM-RPARPAR peptide binding to NRP-1, fluorescence polarization | AID 602438;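 active = inhibition or corrected inhibition above about 18%, plus a signal ratio from 0.5 to 1.5, limit read from the data, passing the limit was not always enough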; note: strong numbers were not always called active
bovine MsrA act – bovine methionine sulfoxide reductase A activation; purified bovine MsrA, absorbance read-out; activation, % at 10.6 µM; 360,000 compounds, 0.3% hits; AID 602163; in the data active = activation above about 7.5%;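 note: 0% = vehicle and 100% = reference activator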
MT1-MMP act inh – inhibitors of human MT1-MMP activation. P50281. HT1080 RFP-PRO-GFP cells, GFP/RFP ratio fluorescence, overnight; percent of plate control window, DMSO zero. 360,000 compounds, 0.061% hits. GFP/RFP ratio change, % at 20 µM;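 active = GFP/RFP ratio change of at least 30% with cell ATP level not reduced by more than half and red fluorescence within 50% of control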; note: strong numbers were not always called active
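Assay system: HT1080 cells carrying an RFP-PRO-GFP reporter | Dosing: Single dose of 20 µM compound, 1% DMSO final | Incubation: Cells overnight before dosing, compound overnight, 37 °C, 5% CO2 | Evaluation: GFP/RFP fluorescence ratio | Control set: DMSO and RFP-L50D-GFP cell wells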
Rin1-Abl PPI inh – blocks binding of human Rin1 to Abl; AID 588664; TR-FRET Rin1/Abl binding, biochemical; 360,000 compounds, 0.4% hits; inhibition, % at 7.35 µM; P00519+Q13671; in the data active = inhibition above about 5%, passing the limit was not always enough
Neddyl block – inhibitors of human cullin neddylation. 360,000 compounds, 0.58% hits. TR-FRET cullin neddylation, biochemical. P61081+Q13564. calls only at 25 µM; in the data active = inhibition above about 36%
FAS-TE inh – FAS thioesterase (human) inhibition; AID 602261; 360,000 compounds, 0.67% hits; inhibition, % at 15 µM; P49327; recombinant FAS-TE, OMFH fluorogenic substrate, fluorescence endpoint;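 active = compounds whose normalised, plate-corrected inhibition of enzyme fluorescence in the single-dose primary screen is 50% or more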;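 note: 0% = DMSO with enzyme and 100% = substrate without enzyme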
E coli Lon inh – E. coli protease La inhibition | purified E. coli Lon protease, fluorescence polarization | inhibition, % at 7.94 µM | 360,000 compounds, 0.42% hits; in the data active = inhibition above about 13%, passing the limit was not always enough;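 note: 0% = enzyme with probe and DMSO and 100% = no enzyme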
MsrA inhibitor – inhibitors of bovine MsrA; purified bovine MsrA, absorbance read-out; inhibition, % at 15.5 µM; 360,000 compounds, 0.75% hits; in the data active = inhibition above about 4.5%;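 note: 0% = vehicle wells with enzyme and 100% = reference inhibitor wells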
* = called active by the depositor; i = inactive; · = no result given. The order is random; about 4.2% have a hit in one of these screens.

SMILES	SKN-1 inh	NRP1-CendR mod	bovine MsrA act	MT1-MMP act inh	Rin1-Abl PPI inh	Neddyl block	FAS-TE inh	E coli Lon inh	MsrA inhibitor
CC(=O)Nc1ccc(S(=O)(=O)NC2(C(F)(F)F)C(=O)Nc3c2c(=O)[nH]c(=O)n3Cc2ccccc2)cc1 (stereo not drawn)	8.0	14.0	-2.4	3.9	-0.2	i	-25.6	-7.7	-0.4
Nc1ccc(C(=O)OCC(=O)NC2CC2)cc1[N+](=O)[O-]	-0.7	-7.1	-2.2	-8.1	-3.1	i	-1.8	0.3	0.5
CCCSc1nc2cc(C)c(C)cc2n1CC(C)O (stereo not drawn)	10.6	6.5	1.7	3.7	2.5	i	1.8	-4.7	-0.8
CC(C)C[C@@]12C(=O)N(c3cccc(Br)c3)C(=O)N1[C@H](c1ccc(F)cc1)[C@@H]1C(=O)N(C3CCCCC3)C(=O)[C@@H]12	17.0	-2.1	-0.8	-11.4	1.5	i	86.1*	-3.4	0.5
Cc1ccccc1N1C(=O)C(Oc2ccc(Cl)cc2)C1CNCCCOC(C)C (stereo not drawn)	-1.4	7.2	-0.2	-6.6	1.4	i	19.9	-17.9	-1.4
Cc1cccc(C)c1NC(=O)COC(=O)c1ccccc1[N+](=O)[O-]	-5.3	10.7	-0.4	3.1	-1.4	i	-10.3	-1.0	-0.5
CC(C)[C@H](NC(=O)c1ccccc1Cl)C(=O)OCC(=O)Nc1ccc(S(=O)(=O)N2CCOCC2)cc1	-5.2	8.2	-7.7	-1.8	2.5	i	-0.2	-8.9	0.6
Cc1nc2cc3nc(C)sc3cc2s1	20.7	-4.6	-2.8	-3.8	3.3	i	-3.6	-1.5	-1.0
CSc1ccc(C2Nc3ccccc3-c3cc(C)nn32)cc1 (stereo not drawn)	43.8*	-9.0	-1.2	5.5	-7.2	·	25.0	8.0	0.4
Cc1cccc(NC(=O)NCc2ccccn2)c1	-10.6	-1.3	-2.7	3.1	2.6	i	-6.0	-1.8	1.0
Cc1nc(SCc2nc3c([N+](=O)[O-])cccc3[nH]2)c2oc3ccccc3c2n1	12.4	-4.6	-9.8	20.5	-0.4	i	-3.3	11.3	·
N/C(COc1cccc(Cl)c1)=N\O	8.2	2.0	-0.9	6.8	1.1	i	-5.8	-2.6	0.0
O=[N+]([O-])c1ccc(Cl)cc1Sc1ccccn1	-3.4	-10.3	-5.0	0.2	0.0	i	-1.4	-2.8	2.1
CC(C)(C)NC(=O)C(c1ccco1)N(Cc1ccc(F)cc1)C(=O)c1snc(C(N)=O)c1N (stereo not drawn)	-16.6	1.0	-4.0	2.7	1.2	i	-3.7	-11.5	1.2
CCn1nc(NC(=O)C(C)(C)C)c2cc3cccc(C)c3nc21	-11.1	1.8	-7.8	1.9	2.3	·	9.5	7.0	-0.5
CCOC(=O)c1ccc(-c2n[nH]c(=O)c3ccccc23)cc1	5.8	-3.0	-1.0	-5.4	-2.9	i	-2.1	-2.3	0.4
O=C(O)CCCCCNC(=O)/C(=C\c1ccco1)NC(=O)c1ccco1	2.0	-12.5	-3.0	-2.9	-0.9	i	-5.5	6.7	2.1
CCCCn1c(N)c(N(CC)C(=O)CSc2nnnn2-c2cc(C)ccc2C)c(=O)[nH]c1=O	5.0	16.9	-2.3	-2.8	0.7	i	0.1	6.3	0.4
COc1ccc(C2CC(c3ccc(C)cc3)=NN2C(=O)c2ccccc2)cc1 (stereo not drawn)	20.0	-6.3	-2.9	-2.5	2.7	i	19.1	-0.6	0.5
COc1cccc(C(=O)Nc2ccc(S(=O)(=O)NCc3ccco3)cc2)c1	-17.6	-15.6	1.3	6.0	-1.9	i	-1.7	-11.0	1.0

Entries above that have an aryl thioether with sulfur outside any ring:
SMILES	SKN-1 inh	NRP1-CendR mod	bovine MsrA act	MT1-MMP act inh	Rin1-Abl PPI inh	Neddyl block	FAS-TE inh	E coli Lon inh	MsrA inhibitor
CCCSc1nc2cc(C)c(C)cc2n1CC(C)O (stereo not drawn)	10.6	6.5	1.7	3.7	2.5	i	1.8	-4.7	-0.8
CSc1ccc(C2Nc3ccccc3-c3cc(C)nn32)cc1 (stereo not drawn)	43.8*	-9.0	-1.2	5.5	-7.2	·	25.0	8.0	0.4
Cc1nc(SCc2nc3c([N+](=O)[O-])cccc3[nH]2)c2oc3ccccc3c2n1	12.4	-4.6	-9.8	20.5	-0.4	i	-3.3	11.3	·
O=[N+]([O-])c1ccc(Cl)cc1Sc1ccccn1	-3.4	-10.3	-5.0	0.2	0.0	i	-1.4	-2.8	2.1
CCCCn1c(N)c(N(CC)C(=O)CSc2nnnn2-c2cc(C)ccc2C)c(=O)[nH]c1=O	5.0	16.9	-2.3	-2.8	0.7	i	0.1	6.3	0.4

(list continues)
SMILES	SKN-1 inh	NRP1-CendR mod	bovine MsrA act	MT1-MMP act inh	Rin1-Abl PPI inh	Neddyl block	FAS-TE inh	E coli Lon inh	MsrA inhibitor
Cc1ccc(NC(=S)NCCSc2ccc(Cl)cc2)cc1	-2.8	5.4	-3.5	0.0	-5.5	i	25.4	1.3	-0.6
Cc1ccccc1Cn1nc(C)c(NC(=O)/C=C/c2cnn(C)c2C)c1C	-1.2	3.8	-2.8	2.7	-0.1	i	-11.1	-15.5	-0.8
COc1cccc(N(C(=O)c2csnn2)C(C(=O)NC2CCCC2)c2ccccc2)c1 (stereo not drawn)	15.7	3.0	-2.8	-1.4	1.6	i	3.1	3.7	-0.7
CN(Cc1cccnc1)Cc1cn(C)nc1-c1ccc(Oc2ccccc2)cc1	6.4	0.3	-2.5	-0.2	2.4	i	3.8	-6.2	0.1
Nc1nc(CN2CCCCC2)cs1	-16.4	8.2	-8.9	-2.5	-2.5	i	-7.1	1.8	-0.1
O=C(O)C1C2CCC(C2)C1C(=O)NCCC1=CCCCC1 (stereo not drawn)	5.5	-0.1	-7.6	-1.1	2.9	i	-14.1	5.0	-0.8
Cc1c2n(c3ccccc13)CCN(C)C2	16.8	2.3	-2.9	-1.7	-1.5	i	-4.1	-4.8	1.8
Cc1cc(NC(=O)Cc2ccsc2)ccc1Br	62.7*	0.2	-1.1	0.4	1.3	i	6.6	7.2	-0.3
CC(C)C[C@H](N)c1nnc(SCc2ccc(Cl)cc2)o1	-19.4	12.3	-2.1	-1.8	1.2	i	0.7	4.5	-0.9
CC1CCN(S(=O)(=O)N2CCC(C(=O)NCc3cccnc3)CC2)CC1	3.9	7.0	-2.5	-0.7	3.9	i	-3.3	5.2	0.2
COc1ccc(CCNC(=O)CN(c2ccccc2OC)S(C)(=O)=O)cc1OC	12.8	-0.8	-0.6	-3.9	0.4	i	-6.7	1.9	-0.9
COc1cc(-c2nnc(CSc3nnc4nc(C)cc(C)n34)o2)cc(OC)c1OC	-19.1	-4.1	-12.5	-3.3	1.5	i	-12.4	2.5	0.7
Cc1ccc(S(=O)(=O)NCC(=O)OC(C)C(=O)NC2CCCCC2C)cc1C (stereo not drawn)	18.0	4.3	-1.7	-5.9	-4.5	i	-3.0	-0.1	-0.4
OCC#Cc1cnc2ccccc2c1	-3.2	3.3	-5.7	4.1	-0.7	i	-6.9	-10.5	0.7
O=C(CSc1nnnn1-c1ccccc1)c1ccco1	-4.7	12.6	-3.8	0.6	0.2	i	-4.5	-8.3	-1.4
Cc1ccc(/C([O-])=C(/C(=S)NCc2ccco2)[n+]2ccccc2)cc1[N+](=O)[O-]	-3.3	-2.3	-0.8	-0.6	3.5	i	2.3	-1.3	0.9
CCCCCCCCCCCCCCCC(=O)Nc1ccn(C2OC(CO)C(O)C2O)c(=O)n1 (stereo not drawn)	16.9	0.4	0.2	-0.2	4.2	i	-12.3	2.1	-0.1
Cc1ccc(Cn2c(=S)[nH]c3ccccc3c2=O)cc1	32.3	14.1	-1.2	0.8	-2.0	i	-0.3	-2.9	0.6
COc1ccc(CCNC(=O)C2CC(=O)N(CCc3ccccc3)C2)cc1OC (stereo not drawn)	4.0	1.1	-0.9	-1.2	-2.9	i	-1.3	1.2	-0.7
COCC(C)n1c(SCC(=O)NNC(=O)c2ccccc2)nc2ccccc2c1=O (stereo not drawn)	5.0	0.0	-4.8	6.2	-3.1	i	-10.4	-6.0	0.6
CNC(=O)NC(=O)CSc1nnc(-c2ccco2)n1Cc1ccccc1	-7.6	1.8	-5.7	4.5	1.8	i	-13.6	-6.4	-0.3
CC(CO)NS(=O)(=O)c1cccc(Cl)c1F (stereo not drawn)	-0.6	11.8	-4.0	2.2	-3.1	i	-7.6	-9.5	0.1
Cc1cc2c(cc(C(=O)OCC(=O)NCc3ccco3)n2C)s1	10.8	0.4	-2.6	-12.7	-1.7	i	-4.7	-10.5	0.9
CC(Sc1nnc(NCc2ccccc2)s1)C(=O)Nc1ccc2c(c1)C(=O)c1ccccc1C2=O (stereo not drawn)	17.9	14.1	-1.8	3.5	-5.5	i	33.4	-6.7	1.5
CCOC(=O)c1[nH]c2ccc(OC)cc2c1NC(=O)c1nonc1C	-0.4	14.4	-7.4	1.6	-3.1	i	2.4	-10.2	0.4
C#CCOCCOCCOCCNc1nc(N2CCN(C(=O)[C@H](CCCCN)n3cc(CCCC)nn3)CC2)nc(N2CCN(C(=O)[C@H](CCCCN)n3cc(CCC(=O)O)nn3)CC2)n1	0.8	6.3	-4.7	1.4	1.4	i	-6.6	-5.6	1.1
CCCn1nc(NC(=O)COC)c2cc3cccc(C)c3nc21	23.1	7.1	-3.0	-1.3	-3.5	·	-0.3	-3.6	0.9
CC12CCC(C1)C(C)(C)C2OC(=O)c1ccccc1C(=O)O (stereo not drawn)	-8.5	-2.4	-0.3	-1.1	-0.7	i	-4.4	-3.0	-0.6
CC(C)C(=O)NC(=S)Nc1ccccc1C(F)(F)F	10.6	0.5	-1.9	-2.9	-2.7	i	-1.8	0.8	0.6
CCn1c(=O)n(CC(=O)Nc2cc(OC)c(OC)c(OC)c2)c(=O)c2ccccc21	-23.1	3.9	-14.4	·	3.6	i	-1.8	-2.2	0.6
Cc1ccc(S(=O)(=O)/N=C(/Nc2ccc(O)c(C(=O)O)c2)c2ccccc2)cc1	15.4	15.6	-1.4	1.3	0.7	i	0.3	-3.1	1.1
COc1ccccc1NC(=O)COC(=O)c1ccc2ccccc2n1	17.4	-3.5	-2.0	2.4	-3.5	i	-4.9	8.0	0.8
Cc1cc(NC(=O)c2sccc2C)n(-c2cccc(Cl)c2)n1	-12.6	1.5	1.4	5.3	-2.2	i	-3.0	7.0	-1.1
Cc1ccc(C(=O)COC(=O)c2nc3nccc(C)n3n2)c(C)c1	8.7	-5.8	1.8	-4.4	3.4	i	-5.8	-18.6	0.4
COc1ccc(NC2c3ccccc3C(=O)N2c2cccnc2)cc1Cl (stereo not drawn)	-12.1	-5.1	0.5	4.8	-1.5	i	-3.3	1.2	-0.5
CCC(C(=O)N1CCCC1)n1nc(C)c2c(C)n(-c3ccccc3)nc2c1=O (stereo not drawn)	-1.5	5.0	0.4	0.4	-2.5	i	-3.0	-2.2	-0.5
CN(C)CCCNC(=O)c1cc(C(=O)c2ccccc2F)c[nH]1	4.8	-1.8	-2.4	-0.7	-0.2	i	-1.9	-4.2	0.3
O=C(c1c(O)c2ccccc2oc1=O)C1CCCCC1	-15.8	-0.4	3.3	-0.9	-2.6	i	-8.0	-7.4	3.7
COc1ccc(C(=O)NNC(=O)c2ccccn2)cc1	2.9	11.7	2.9	2.9	-2.3	i	-5.8	0.8	-0.4
CCCc1cc(=O)[nH]c(SCc2cc(Cl)ccc2OC(F)F)n1	2.8	21.6	4.2	2.2	1.3	i	12.7	-2.1	-0.3
Cc1cc(C)c2sc(N(CCCN(C)C)C(=O)c3ccc(S(=O)(=O)N4CCCc5ccccc54)cc3)nc2c1	-11.3	-11.9	1.6	3.0	-3.4	i	20.3	-3.5	-1.6
COc1ccc([C@H]2C[C@@H](n3cc(COC(=O)c4ccccc4)nn3)[C@H](O)CN2CC2CCCCC2)cc1	-12.2	-3.4	-3.4	2.1	2.5	i	13.5	-5.0	-0.3
